E coli growth: counter-screen for AddAB inhibitors: E. coli growth inhibition. 0.27% of 330,000 active. E. coli V3065 growth, OD600 absorbance, 18 h. inhibition, % at 11.9 µM;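 active = inhibition above the campaign's mean inhibition across all tested compounds plus 3 SD, cut at about 9.9% in these data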;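 also: uninfected addAB+ strain grown without phage in ampicillin broth; 0% = DMSO wells and 100% = ciprofloxacin 0.95 µg/ml wells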
AddAB inh: less growth of phage-infected E. coli with AddAB. E. coli expressing H. pylori AddAB, absorbance growth. AID 435030. inhibition, % at 11.9 µM. 0.29% of 330,000 active; in the data active = inhibition above about 12%;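 also: 0% = vehicle wells of infected cells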
PfHsp90 set2: growth inhibition of yeast expressing Plasmodium Hsp90; S. cerevisiae expressing PfHsp90, BacTiter-Glo ATP, 48 h; yeast lacking PDR1 and PDR3 efflux regulators; inhibition, % at 9.4 µM; 0.32% of 310,000 active;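 active = every replicate shows inhibition above about 80%, whatever the replicate mean, limit read from the data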;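 also: 0% = DMSO neutral controls and 100% = 20 µM radicicol positive controls; yeast relying on Plasmodium falciparum Hsp90 in place of its own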
PKA-R1A activ: PKA-R1A complex activation | P00514+P68181 | PKA-R1A dissociation, Cy5-IP20 fluorescence polarization; scaled: DMSO 0%, 113 µM cGMP 100% | activation, % at 11.4 µM | 0.083% of 340,000 active | AID 504707;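 active = percent activation above the mean of all tested compounds plus 3 SD, cut at about 19% in these data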;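 also: higher means more PKAc released from R1A so a rise in polarization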
OPRM1-OPRD1 inv: inverse agonists of human mu-delta opioid receptor heterodimerization; P35372+P41143; cell-based MOR-DOR heterodimer luminescence, inverse agonism; inhibition, % at 9.3 µM; 0.21% of 340,000 active; AID 504357; in the data active = inhibition above about 22%, passing the limit was not always enough;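 also: 0% = cells with DMSO and 100% = wells without cells with DMSO; values of inactives mirror those of a sister screen read the other way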
Target sequence (P35372 whole entry, looked up): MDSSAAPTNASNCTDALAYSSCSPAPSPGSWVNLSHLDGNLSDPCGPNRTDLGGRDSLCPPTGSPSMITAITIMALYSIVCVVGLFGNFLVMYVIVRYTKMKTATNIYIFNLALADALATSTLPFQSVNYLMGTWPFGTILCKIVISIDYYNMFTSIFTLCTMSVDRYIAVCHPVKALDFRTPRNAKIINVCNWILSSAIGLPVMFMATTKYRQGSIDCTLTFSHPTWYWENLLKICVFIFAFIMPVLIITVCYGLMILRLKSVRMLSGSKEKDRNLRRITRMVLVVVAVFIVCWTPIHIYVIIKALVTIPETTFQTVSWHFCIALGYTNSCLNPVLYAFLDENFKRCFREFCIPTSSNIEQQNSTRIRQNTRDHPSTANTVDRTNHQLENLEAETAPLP
Target sequence (P41143 whole entry, looked up): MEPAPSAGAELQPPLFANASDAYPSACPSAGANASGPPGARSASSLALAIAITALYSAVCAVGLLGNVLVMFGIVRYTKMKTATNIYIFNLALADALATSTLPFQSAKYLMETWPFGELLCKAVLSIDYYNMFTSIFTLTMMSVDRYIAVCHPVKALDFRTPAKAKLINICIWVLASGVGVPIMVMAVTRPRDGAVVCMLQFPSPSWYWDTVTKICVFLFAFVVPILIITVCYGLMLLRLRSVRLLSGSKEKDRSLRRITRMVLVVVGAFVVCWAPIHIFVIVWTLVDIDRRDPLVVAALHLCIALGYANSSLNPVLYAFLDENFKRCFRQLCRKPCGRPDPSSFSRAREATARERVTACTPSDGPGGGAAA
HTR5A ag ctr: counter-screen for OPRM1-OPRD1 agonists: human HTR5A agonism; P47898; HTR5A agonist assay, luminescence, cell-based; 0.61% of 340,000 active; activation, % at 9.3 µM; in the data active = activation mostly above about 9.5%, no sharp cut-off; inactive = mostly below about 7.6%;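 also: 0% = cells with vehicle only and 100% = reference agonist; strong numbers were not always called active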
phage Ecoli inh: E. coli growth loss with phage present; inhibition, % at 11.9 µM; growth absorbance; AID 651602; 0.26% of 360,000 active; in the data active = inhibition above about 11%
HTR5A inv ag: inverse agonist of human HTR5A in OPRM1-OPRD1 counter-screen | P47898 | HTR5A cell line, luminescence, inverse agonism | inhibition, % at 9.3 µM | 0.083% of 340,000 active; in the data active = inhibition mostly above about 23%, no sharp cut-off; inactive = mostly below about 18%;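 also: 0% = cells with DMSO and 100% = no-cell wells with DMSO; some compounds called inactive have numbers as strong as hits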
Pemphigus Ab inh: inhibitors of pemphigus antibody binding to human desmoglein-3 | DSG3-coupled beads, scFv-anti-DSG3-GFP binding, flow cytometry; active compounds read low | binding (percent of control), % at 10 µM | 0.48% of 310,000 active;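 active = binding more than 3 SD below its plate's average and above zero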;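 also: hits lower antibody fragment binding to DSG3; some compounds called inactive have numbers as strong as hits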
MOR-DOR ag: agonists of human mu-delta opioid receptor heterodimerization; P35372+P41143; cells, OPRM1-OPRD1 heterodimerization, luminescence; 0.3% of 340,000 active; activation, % at 9.3 µM; in the data active = activation above about 18%;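 also: 0% = vehicle-treated cells and 100% = reference agonist; values of inactives mirror those of a sister screen read the other way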
Mot1-301 SUMO: SUMOylation pathway inhibition by Mot1-301 growth rescue; 1% of 320,000 active; growth rescue, % at 18.8 µM; S. cerevisiae Mot1-301 growth rescue, ATP luminescence, 38.5C; percent above DMSO median, 100 means doubled;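 active = every valid replicate shows activation above 250% relative to neutral control wells; inactive = the rest, any valid replicate at or below 250%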;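 also: OY570 slx delta 5 strain wells were the positive control but not used for scaling; some compounds called inactive have numbers as strong as hits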
Active calls of the source: *; nt = no result given.

SMILES	E coli growth	AddAB inh	PfHsp90 set2	PKA-R1A activ	OPRM1-OPRD1 inv	HTR5A ag ctr	phage Ecoli inh	HTR5A inv ag	Pemphigus Ab inh	MOR-DOR ag	Mot1-301 SUMO
COC(=O)c1c(NC(=O)CSc2nnc(-c3cccnc3)n2Cc2ccco2)sc(C)c1C	1.0	2.4	20	-3	6	-1	-0.6	3	nt	-1.2	-3
O=C1CN(C(=O)c2ccccc2F)c2ccccc2N1	1.5	2.7	26	-6	15	-2	-1.0	4	122	-3.2	8
c1ccc2c(c1)ncn2CCCOc1ccc2c(c1)CCC2	-1.6	-3.1	-65	-5	-31	0	3.1	32	nt	6.2	26
Cc1cc(NCc2ccccc2)nc2ccccc12	2.4	2.9	-41	-5	-28	5	0.5	-15	104	5.2	16
CC(=O)Nc1ccc2c(c1)N(C(C)=O)c1ccccc1CC2	-0.7	-4.3	4	-7	11	2	3.4	-4	98	-2.2	-24
CCOc1ccc(S(=O)(=O)N(C)c2ccc(OCC(=O)NCc3ccco3)cc2)cc1	0.8	2.5	-15	0	1	5	-0.2	-2	102	-0.2	-18
COc1ccccc1N(CC(=O)N1CCCCCC1)S(=O)(=O)c1ccc(C)cc1	1.4	0.4	-52	-10	9	6	0.1	-10	103	-1.4	-4
COC(=O)[C@H](CCSC)NC(=O)Nc1ccc(S(N)(=O)=O)cc1	1.8	0.2	-13	-19	15	3	0.0	14	90	-2.9	-10
NC(=O)c1cn(-c2ccccc2)nc1-c1cccnc1	2.2	3.3	62	5	4	-2	0.8	8	101	-0.7	2
CCCCn1c(-c2cccc(Br)c2)nc2cc3[nH]c(=O)c(C(C)C)nc3cc21	2.6	3.0	7	-13	-31	1	2.1	-17	91	5.4	253
Cc1ccc(S(=O)(=O)Nc2ccc3ccccc3n2)cc1	0.3	0.3	nt	nt	nt	nt	-0.5	nt	105	nt	-1
O=[N+]([O-])c1ccccc1Nc1ccccc1	-0.4	-0.7	-1	9	-31	-2	5.0	7	97	6.0	nt
O/N=C(\Cc1cscn1)c1ccc(O)cc1O	0.7	1.4	10	-4	-4	2	2.0	-4	99	0.6	-3
COc1ccc(CCNC(=O)CN(c2ccccc2OC)S(C)(=O)=O)cc1OC	-2.5	-1.8	-23	-4	15	2	0.7	-4	102	-2.6	-1
C/C(=N/NC(=O)CNC(=O)/C=C/c1ccccc1)c1ccco1	-1.7	3.0	-1	-9	3	-4	0.2	14	103	-0.6	22
Cc1ccc(S(=O)(=O)NCCc2nnc3ccc(NCCCOC(C)C)nn23)cc1	3.1	2.0	3	-1	7	0	3.2	-5	105	-1.0	-3
CCn1c(=O)c2cc(C(=O)NCc3cccs3)sc2c2ccccc21	1.3	0.2	5	1	4	-3	1.1	-8	71	-0.6	11
O=C(CCc1ccccc1)NCC1OCCc2ccccc21 (stereo unspecified)	-3.9	0.0	nt	1	14	0	-0.1	10	116	-2.9	-25
Cc1csc(NC(=O)C2CCCCC2C(=O)O)n1 (stereo unspecified)	0.9	1.0	-14	-3	13	0	0.9	10	87	-2.4	0
CCOC(=O)c1ccc(CN2Cc3ccccc3C2=O)cc1	0.2	-2.2	20	-7	7	-1	2.9	3	110	-1.5	30
COCCCNc1ncnc2c1nc1n2CCCC1	nt	nt	13	-8	9	5	-1.5	-20	nt	-1.9	10
Cc1ccnc(NC(=S)N2CCN(c3cccc(C(F)(F)F)c3)CC2)c1	-2.1	-0.5	-19	0	-27	-2	2.2	5	91	4.8	13
COc1ccc(S(=O)(=O)N(C)c2ccc(C(=O)NCc3ccco3)cc2)cc1OC	-0.2	0.6	2	7	13	6	-1.3	14	100	-2.4	4
Cc1ccc(S(=O)(=O)N2CCC(C(=O)OCC(=O)N(C)C3CCS(=O)(=O)C3)CC2)cc1C (stereo unspecified)	0.3	1.1	1	-10	12	3	0.8	3	104	-2.5	2
O=C(Nc1ccc(Cl)cc1)Nc1ccccc1NS(=O)(=O)c1cccs1	2.5	3.8	8	-3	13	-8	7.0	19	102	-2.6	106
CC(=O)Nc1ccc(NC(=O)COC(=O)c2cc(S(=O)(=O)N3CCCC3)ccc2O)cc1	-0.8	-0.1	-1	-17	20	-1	2.9	2	124	-4.1	-19
CCN1CCC(N2CCN(c3ccc(F)cc3)CC2)CC1	-2.8	2.2	2	-2	5	2	0.0	-8	99	-1.0	-12
CC(=O)Nc1ccc(S(=O)(=O)NCCc2csc(-c3cccnc3)n2)cc1	-0.5	0.9	-7	8	1	-5	1.8	13	102	-0.3	-11
COc1ccc(NC(=S)NC2CCN(Cc3ccccc3)CC2)cc1OC	2.7	-0.9	-10	0	4	0	3.7	0	101	-0.7	-18
O=c1cc(CN2CCOCC2)nc(C2CC2)[nH]1	2.4	4.6	-6	1	9	2	3.5	-34	nt	-1.7	-11
CCC(C)(C)n1nnnc1C(c1cc(OC)ccc1OC)N1CCC(C(N)=O)CC1 (stereo unspecified)	0.5	0.4	-12	-14	-7	-3	1.6	4	90	1.1	8
COC(=O)c1ccc(C2c3[nH]c4ccccc4c3C[C@H]3C(=O)N(C4CC4)CC(=O)N23)cc1 (stereo partly specified)	-3.3	-0.2	2	-2	6	0	1.2	-1	95	-1.2	-22
Cc1csc(NC(=O)c2nc(-c3ccccc3)n(-c3ccccc3)n2)n1	-0.9	1.8	-9	8	15	-1	0.4	3	101	-3.2	-7
CC(=O)NC(CC(=O)NC1CCCCC1)c1ccccc1 (stereo unspecified)	-2.6	0.2	-12	-5	6	-6	3.8	10	112	-1.1	7
COc1ccc(C2=NN(c3nc(C(=O)O)cs3)C(O)(C(F)(F)F)C2)c(OC)c1 (stereo unspecified)	1.8	-0.1	0	5	-4	-1	3.3	3	102	0.8	-11
CCNc1nnc(SCC(=O)c2cc(C)n(C3CC3)c2C)s1	nt	nt	17	-3	15	4	1.8	-2	103	-2.3	nt
CC(=O)NCCc1cc2cc(C)c(C)cc2[nH]c1=O	0.6	2.2	2	-7	8	-1	2.2	2	98	-1.6	13
COc1cccc(NC(=O)c2cc([N+](=O)[O-])ccc2N2CCN(C)CC2)c1	0.1	-1.4	15	2	10	-7	0.2	16	95	-2.1	-6
CCOC(=O)c1sc(NC(=O)CSc2ncn[nH]2)c(C#N)c1C	1.2	2.3	-27	-10	13	4	0.5	-16	102	-2.2	6
CCCn1cc(S(=O)(=O)CC(=O)Nc2ccc(OCC)cc2)c2ccccc21	-0.2	1.3	nt	-5	1	5	1.7	-10	114	-0.1	-6

Single records, from the list above:
Entry for CCC(C)(C)n1nnnc1C(c1cc(OC)ccc1OC)N1CCC(C(N)=O)CC1 (stereo unspecified) : E coli growth = 0.5; AddAB inh = 0.4; PfHsp90 set2 = -12; PKA-R1A activ = -14; OPRM1-OPRD1 inv = -7; HTR5A ag ctr = -3; phage Ecoli inh = 1.6; HTR5A inv ag = 4; Pemphigus Ab inh = 90; MOR-DOR ag = 1.1; Mot1-301 SUMO = 8
Entry for COC(=O)c1ccc(C2c3[nH]c4ccccc4c3C[C@H]3C(=O)N(C4CC4)CC(=O)N23)cc1 (stereo partly specified) : E coli growth = -3.3; AddAB inh = -0.2; PfHsp90 set2 = 2; PKA-R1A activ = -2; OPRM1-OPRD1 inv = 6; HTR5A ag ctr = 0; phage Ecoli inh = 1.2; HTR5A inv ag = -1; Pemphigus Ab inh = 95; MOR-DOR ag = -1.2; Mot1-301 SUMO = -22

Next section
SMILES	E coli growth	AddAB inh	PfHsp90 set2	PKA-R1A activ	OPRM1-OPRD1 inv	HTR5A ag ctr	phage Ecoli inh	HTR5A inv ag	Pemphigus Ab inh	MOR-DOR ag	Mot1-301 SUMO
CNC(=O)c1nnc(Cc2ccc(F)cc2)o1	0.0	-0.3	16	-7	-2	6	4.3	-18	100	0.4	-14
CCOC(=O)N1CCN(C(=O)COC(=O)CNC(=O)c2ccc(C)cc2)CC1	0.2	-0.9	-11	-4	12	0	5.2	0	111	-2.2	1
CCOC(=O)N1CCC(N2C(=O)c3ccccc3C2Nc2ccc3c(C)cc(=O)oc3c2)CC1 (stereo unspecified)	-1.5	0.0	3	0	2	-4	2.3	3	98	-0.3	1
O=C(NCc1ccc(Cl)cc1)c1ccc(CNc2c(N3CCCC3)c(=O)c2=O)cc1	-2.7	-0.8	18	4	2	2	2.5	7	93	-0.4	nt
Cc1ccc(C)c(C(=O)CN2C3=NCCCN3c3ccccc32)c1	1.7	2.0	-17	1	-16	-1	1.4	-35	93	2.9	3
O=C(CSc1nnc2ccccn12)Nc1ccccc1C(=O)O	1.0	0.8	1	-6	10	-3	2.9	10	102	-1.8	-1
COc1cc(S(=O)(=O)NCC2CCCO2)c(OC)cc1Cl (stereo unspecified)	0.1	0.6	22	-18	5	-3	1.4	-18	104	-1.2	-5
O=C(NCCN1CCOCC1)c1cccs1	0.4	0.5	-1	7	5	-1	2.0	-26	102	-0.8	nt
CC(C(=O)Nc1ccccc1F)N1C(=O)c2ccccc2C1=O (stereo unspecified)	-0.7	2.1	0	-19	17	-4	3.1	11	100	-3.0	-2
Cc1cccc2cc(CN(Cc3nnnn3C3CCCC3)C3CCCCC3)c(=O)[nH]c12	-0.9	5.5	5	-6	9	-3	2.1	4	97	-1.6	114
COc1ccc(NC(=S)N2CCc3cc(OC)c(OC)cc3C2)cc1	0.5	2.2	-15	5	8	1	2.5	13	107	-1.6	0
CCCCC(O)(CCCC)C(=O)NN(C(=O)OC)c1ccc(C)cc1	-0.8	0.9	-10	-1	20	-3	-0.2	2	110	-3.9	446*
O=C(c1ccc2c(=O)n3c(nc2c1)CCC3)N1CCN(S(=O)(=O)c2cccc(F)c2)CC1	2.5	0.8	3	-2	1	8	3.1	-23	102	-0.2	-10
Cc1nnc(SCc2ccc(C(=O)Nc3cc(Cl)ccc3C)cc2)s1	-2.1	1.6	9	2	10	-2	1.5	-20	108	-2.0	-11
CCOc1ccc(N=C2C(=O)N(CN3CCOCC3)c3ccccc32)cc1	1.3	5.1	3	1	67*	-5	2.7	16	101	-16	2
N#CCOc1ccccc1CNC[C@H]1O[C@@H](n2cnc(C(N)=O)n2)[C@H](O)[C@@H]1O	nt	nt	23	3	13	1	1.1	-5	102	-2.7	nt
COc1ccccc1Oc1coc2c(CN(C)C)c(O)ccc2c1=O	1.1	-1.1	7	8	3	1	4.3	-12	98	-0.5	4
COc1ccc(OC)c(/C=N/NC(=O)c2ccc3nc[nH]c3c2)c1	-2.2	-1.6	6	7	-8	2	1.9	-15	114	1.5	0
CC(C)(C)c1ccc(C(=O)NCCC(=O)NC2=NCCS2)cc1	3.7	1.8	33	-10	20	-1	4.8	2	nt	-5.0	-10
O=C1N[C@@H](Cc2ccccc2)COC(=O)[C@@H](Cc2ccc(F)cc2)CC/C=C/C[C@@H]1CC(=O)N(CCO)Cc1ccccc1	0.1	1.8	-10	5	12	-5	1.6	-4	102	-2.1	-5
COc1ccc(CC(=O)OCC(=O)c2ccc(OC)c(OC)c2)cc1	-0.3	1.3	nt	1	18	2	2.5	6	105	-4.6	2
NC1=NC(c2cn[nH]c2-c2cccc(F)c2)n2c(nc3ccccc32)N1 (stereo unspecified)	0.8	1.5	nt	2	18	1	0.1	-52	116	-3.7	-6
O=C(O)c1cnn(-c2nc(-c3ccc(F)cc3)cs2)c1C(F)(F)F	-0.6	0.8	-12	-5	0	-6	2.0	16	102	0.0	-5

Screening results as filed in PubChem BioAssay.
